Compound activity from PubChem.
PI5P4Ka inh: qHTS for Inhibitors of phosphatidylinositol 5-phosphate 4-kinase (PI5P4K); Phosphatidylinositol 5-phosphate 4-kinase type-2 alpha (Homo sapiens), P48426; PI5P4Kalpha enzyme, ADP-Glo luminescence, 60 min; active compounds read low; max response, %; 330,000 tested, 1.2% active; AID 652105, 2013; active = max response of -50% or lower; inconclusive = between -30% and -50%; inactive = -30% or higher; also: value at the top dose of about 77 µM; % is scaled to controls: 0 for no effect and ±100 for the full control effect
Target sequence (P48426 whole entry, looked up): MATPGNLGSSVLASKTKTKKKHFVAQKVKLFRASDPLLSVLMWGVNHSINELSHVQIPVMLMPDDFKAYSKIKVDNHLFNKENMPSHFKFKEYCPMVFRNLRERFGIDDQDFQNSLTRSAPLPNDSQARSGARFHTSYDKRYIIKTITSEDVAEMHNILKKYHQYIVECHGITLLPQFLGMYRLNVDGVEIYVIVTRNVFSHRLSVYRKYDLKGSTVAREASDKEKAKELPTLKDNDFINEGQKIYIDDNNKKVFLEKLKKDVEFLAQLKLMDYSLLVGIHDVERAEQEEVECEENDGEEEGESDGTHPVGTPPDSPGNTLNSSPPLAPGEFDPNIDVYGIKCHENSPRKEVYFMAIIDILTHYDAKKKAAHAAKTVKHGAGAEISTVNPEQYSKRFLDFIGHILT
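qHTS, 1536-well: enzyme/substrate mix, compound by pin tool, 5 microM ATP final; RT 60 min; ADP-Glo reagents 1 (45 min) then 2 (30 min); luminescence.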
PLK1 PBD block: qHTS for Inhibitors of PLK1-PDB (polo-like kinase 1 - polo-box domain): Primary Screen; 360,000 tested, 2.8% active; Plk1 PBD binding of FITC phosphopeptide, fluorescence polarization; Potency, µM, for the others: max response, negative = inhibition, usual class: inhibitors; AID 720504, 2013; Serine/threonine-protein kinase PLK1 (Homo sapiens), P53350; also: potency is read from the fitted curve at half-maximal effect; series mostly up to about 57 µM; % is scaled to controls: 0 for no effect and ±100 for the full control effect; nearly all actives have a fitted effect of over 65% in size
Target sequence (P53350 whole entry, looked up, the tested form may be a part): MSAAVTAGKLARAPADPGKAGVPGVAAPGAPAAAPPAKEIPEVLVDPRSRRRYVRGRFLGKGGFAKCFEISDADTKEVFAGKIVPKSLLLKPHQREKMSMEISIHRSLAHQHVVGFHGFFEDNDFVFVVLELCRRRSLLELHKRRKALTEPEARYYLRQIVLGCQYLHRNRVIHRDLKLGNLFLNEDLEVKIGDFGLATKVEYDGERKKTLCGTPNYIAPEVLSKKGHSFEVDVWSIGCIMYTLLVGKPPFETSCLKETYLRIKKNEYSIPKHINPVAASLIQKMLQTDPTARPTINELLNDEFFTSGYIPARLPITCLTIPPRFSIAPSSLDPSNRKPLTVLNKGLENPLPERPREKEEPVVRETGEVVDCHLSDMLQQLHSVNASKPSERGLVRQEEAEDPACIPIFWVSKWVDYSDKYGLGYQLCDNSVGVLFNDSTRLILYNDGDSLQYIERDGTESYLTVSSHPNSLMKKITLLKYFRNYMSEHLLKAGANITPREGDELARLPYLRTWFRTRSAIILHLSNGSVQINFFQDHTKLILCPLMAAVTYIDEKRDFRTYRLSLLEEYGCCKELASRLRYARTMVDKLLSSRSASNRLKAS
EPAC2 antagonist: qHTS for Antagonist of cAMP-regulated guanine nucleotide exchange factor 2 (EPAC2): primary screen; AID 720708, 2013; Potency, µM (titrated, usually from 114 µM), inactives show at the top dose activity, negative = inhibition, most hits filed as inhibitors; 360,000 tested, 0.18% active; EPAC2 GEF exchange of Rap1B-BODIPY-GDP, fluorescence; also: potency is read from the fitted curve at half-maximal effect; % is scaled to controls: 0 for no effect and ±100 for the full control effect; nearly all actives have a fitted effect of over 45% in size; many of its hits are not listed in these tables
CCT chaperon mod: High-Throughput Screening for Modulators of Cytosolic Chaperonin Activity; 360,000 tested, 0.3% active; activity change, % (concentration not given with the values), hits read low; purified chaperonin ATPase assay, HTRF ADP detection, 30 min; in the data active = activity change below about -30%; also: % is scaled to controls: 0 for no effect and ±100 for the full control effect
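We incubate TRiC, 40 or 20 nM final, with library compounds at 76 uM and 10 uM ATP for 30 min at 37 °C. ADP formed is detected with Transcreener HTRF reagents after 30 min at room temperature.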
WRN inhibitor: qHTS for Inhibitors of WRN Helicase | WRN helicase unwinding, fluorescent forked duplex, kinetic | Potency, µM (top dose mostly 114 µM), without a hit: at the highest dose activity change, negative = inhibition, usual class: inhibitors | 360,000 tested, 0.46% active | AID 651768, 2012; also: potency is read from the fitted curve at half-maximal effect; % is scaled to controls: 0 for no effect and ±100 for the full control effect; nearly all actives have a fitted effect of over 55% in size
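Screening of the MLSMR collection measured strand separation of a quenched forked DNA duplex (100 nM) by 20 nM WRN with 2 mM ATP, all final. Compounds were preincubated with enzyme 15 min at room temperature.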
MmCpn inh: Inhibitors of TCP-1 ring complex (TRiC) of Methanococcus maripaludis (MmCpn): qHTS. Potency, µM (top dose mostly 76.9 µM), inactives show at the top dose activity, negative = inhibition, hits mostly inhibitors. purified Mm-Cpn ATPase, ADP Transcreener TR-FRET. 330,000 tested, 0.031% active. Chaperonin Mm-Cpn (Methanococcus maripaludis). AID 504842, 2011; also: potency is read from the fitted curve at half-maximal effect; % is scaled to controls: 0 for no effect and ±100 for the full control effect; nearly all actives have a fitted effect of over 80% in size
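TR-FRET (320 nm excitation; 590 and 665 nm emission) reports ADP made from 10 uM ATP by 25 nM enzyme; compounds were preincubated 10 min, reaction run 30 min, both at 37°C.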
EPAC1 agonist: qHTS for Agonist of cAMP-regulated guanine nucleotide exchange factor 3 (EPAC1): primary screen. AID 720707, 2013. EPAC1 agonist qHTS, biochemical assay; response scale: 100% = response to 6.5 mM cAMP. 360,000 tested, 0.073% active. Potency, µM (series often up to 154 µM), without a hit: top-dose activation, usual class: activators. Rap guanine nucleotide exchange factor 3 (Homo sapiens), O95398; also: potency is read from the fitted curve at half-maximal effect; nearly all actives have a fitted effect of over 60% in size
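EPAC1 100 nM, Rap1B–BODIPY-GDP 250 nM, unlabeled GDP 50 uM; compound titration; 5 min RT; kinetic read ex480/em540 at 5-min intervals ×30 min; data normalized to 6.5 mM cAMP agonist control.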
EPAC1 antagonist: qHTS for Antagonist of cAMP-regulated guanine nucleotide exchange factor 3 (EPAC1): primary screen. EPAC1 GEF assay, Rap1b-BODIPY-GDP exchange fluorescence. Potency, µM (top dose mostly 115 µM), without a hit: top-dose activity change, negative = inhibition, usual class: inhibitors. 360,000 tested, 0.14% active;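 also: potency is read from the fitted curve at half-maximal effect; plate controls were vehicle for no effect and positive control for full effect; nearly all actives have a fitted effect of over 50% in size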
* hit, by the source's call; ? = inconclusive; . = not tested or not shown; & = joins results of further samples; [ ] = another dose, or the depositor's remark. Unless noted, calls follow the shape of the dose curve; as a rule, active = well fitted curve in the direction sought with a large enough effect; inconclusive = small, poorly fitted or top-dose-only effect, or another doubt; inactive = no such curve, though single readings can be large; an effect the other way counts as inactive or inconclusive. The list is partial, so the mix of outcomes need not match the whole.

cpd	molecule	PI5P4Ka inh	PLK1 PBD block	EPAC2 antagonist	CCT chaperon mod	WRN inhibitor	MmCpn inh	EPAC1 agonist	EPAC1 antagonist
1	COc1ccc(/C=C(\NC(=O)c2ccccc2)C(=O)OCC2CCCN3CCCCC23)cc1OC (configuration not stated)	0	-10%	0%	1.7	-3%	1%	6%	0%
2	O=c1cc(O)c2c(=O)n(C3CCCCC3)c3ccccc3c2o1	.	-3%	8%	-1.4	-18%[57.1 µM]	-17%	-1%	-13%
3	COc1cccc(NC(=O)Nc2ccc3nc(C)c(C)nc3c2)c1	-1	6%	2%	-0.8	-7%[57.1 µM]	3%	-3%	-19%
4	COc1cccc(N2C(=NC(=O)c3ccccc3)SC3CS(=O)(=O)CC32)c1 (configuration not stated)	4	-4%	-1%	-4.2	-2%	-1%	10%	0%
5	COc1cc(C(=O)NC(=S)N2CCCCCC2)cc(OC)c1OC	0	-2%	3%	-5.6	7%	0%	0%	8%
6	CCn1cnc2cc(NC(=O)c3ccco3)ccc21	-2	-16%	-4%	-1.6	3%	4%	4%	0%
7	COC(=O)c1ccc(NC(=O)CSc2ccccn2)cc1	3	-11%	6%	0.0	-3%	1%	-9%	13%
8	CCCOc1ccc(C(=O)CCC(=O)OCC(=O)N2CC(=O)Nc3ccccc32)cc1	.	2%	-3%	-5.8	-1%	-2%	5%	0%
9	Cc1cc(=O)oc2cc(NC(=O)c3ccc(OC(F)F)cc3)ccc12	-24	-11%	13%	1.5	-16%	-2%	-1%	9%
10	CC(=Cc1cccs1)C(=O)c1ccccc1	3	0%	?	-0.4	-7%	.	5%	-6%
11	COCc1ccc(C(=O)N2CCCC(N(C)Cc3ccccc3)C2)s1 (configuration not stated)	1	-1%	-3%	0.0	3%	-2%	-1%	2%
12	O=C(O)C1C2C=CC3(O2)C1C(=O)N1c2ccccc2C2OCCC2C13 (configuration not stated)	.	-10%	-2%	-2.2	-23%[57.1 µM]	.	6%	3%
13	C=CCOC(=O)C1=C[C@H](c2coc3ccccc3c2=O)[C@@H](CCCO)[C@H](OCC)O1	-1	5%	12%	-1.6	1%	.	7%	3%
14	O=C(O)CCNS(=O)(=O)c1ccc(Oc2ccccc2Cl)cc1	0	-9%	-1%[57.1 µM]	-3.9	9%	-1%	-2%	5%
15	CC(C)(C)n1nnnc1CN1CCSCC1	-7	-6%	-1%	-1.9	13%	1%	9%	-6%
16	COc1ccc(/C=N/NC(=O)C(=O)NCC2CCCO2)cc1 (configuration not stated)	-3	0%	-2%	-1.8	-4%	2%	3%	-7%
17	O=C(CCN=C1NS(=O)(=O)c2ccccc21)OCC(=O)c1ccc(F)cc1	-3	4%	2%	-3.1	-10%	1%	1%	7%
18	O=C(Nc1ccc(F)cc1)c1cc(-c2ccccc2)no1	3	3%	15%	0.6	4%	2%	-5%	-9%
19	COc1ccc(CCNC(C)=O)cc1	10	2%	-2%	-0.2	-1%	-1%	5%	7%
20	COc1ccc(NC(=S)N2CCC(C(=O)c3ccc(C)cc3)CC2)c(OC)c1	-1	-15%	-10%	0.9	-6%	-2%	9%	-1%

Five entries from above, set out differently:
#10 CC(=Cc1cccs1)C(=O)c1ccccc1
#11 COCc1ccc(C(=O)N2CCCC(N(C)Cc3ccccc3)C2)s1 (configuration not stated)
#12 O=C(O)C1C2C=CC3(O2)C1C(=O)N1c2ccccc2C2OCCC2C13 (configuration not stated)
#13 C=CCOC(=O)C1=C[C@H](c2coc3ccccc3c2=O)[C@@H](CCCO)[C@H](OCC)O1
#14 O=C(O)CCNS(=O)(=O)c1ccc(Oc2ccccc2Cl)cc1

| Screen / compound no. | 10 | 11 | 12 | 13 | 14 |
| --- | --- | --- | --- | --- | --- |
| PI5P4Ka inh | 3 | 1 | . | -1 | 0 |
| PLK1 PBD block | 0% | -1% | -10% | 5% | -9% |
| EPAC2 antagonist | ? | -3% | -2% | 12% | -1%[57.1 µM] |
| CCT chaperon mod | -0.4 | 0.0 | -2.2 | -1.6 | -3.9 |
| WRN inhibitor | -7% | 3% | -23%[57.1 µM] | 1% | 9% |
| MmCpn inh | . | -2% | . | . | -1% |
| EPAC1 agonist | 5% | -1% | 6% | 7% | -2% |
| EPAC1 antagonist | -6% | 2% | 3% | 3% | 5% |

Quoted from the listing.
WRN inhibitor with entry 11 stands at 3%
PI5P4Ka inh with entry 18 stands at 3

The listing continues:
cpd	molecule	PI5P4Ka inh	PLK1 PBD block	EPAC2 antagonist	CCT chaperon mod	WRN inhibitor	MmCpn inh	EPAC1 agonist	EPAC1 antagonist
21	O=C(CNC(=S)N(Cc1ccc(F)cc1)C1CCCCC1)NCC1CCCO1 (configuration not stated)	2	-7%	6%	-0.3	6%	-1%	-11%	-2%
22	COc1ccc(-c2nc(N)n(C(=O)c3ccco3)n2)cc1	1	7%	1%	-0.4	-4%	-1%	6%	6%
23	CCc1ccc(OCC(=O)NCc2ccco2)c(Br)c1	.	-16%	-14%	-5.0	-25%	-1%	16%	-6%
24	COCCNCc1ccccc1	.	30µM*	0%	0.8	-3%	-1%	6%	-4%
25	CCn1c(=O)cc(OCC(=O)Nc2cccnc2)c2ccccc21	.	0%	8%	-1.8	-2%	-2%	6%	1%
26	Cc1cccc(N2CCN(C(=O)c3ccc4c(c3)c(C)c(C)n4C)CC2C)c1 (configuration not stated)	1	3%	-12%	0.9	-7%	0%	0%	9%
27	COc1ccc(C2CC(=O)C(C=NCCN3CCN(C(=S)Nc4ccccc4)CC3)=C(O)C2)cc1 (configuration not stated)	0	-2%	5%	-1.2	-2%	2%	4%	14%
28	O=C(CSc1ccc(Cl)cc1)Nc1cccc(-c2nc3ncccc3o2)c1	9	-3%	-6%	-2.5	-5%	3%	13%	1%
29	COc1cccc(N=CC2=C(O)CCCC2=O)c1	-4	-11%	-3%	-0.4	0%	-4%	4%	-9%
30	COc1cc(/C=N/NC(=O)[C@H](Cc2c[nH]c3ccccc23)NC(=O)OCC(C)C)cc([N+](=O)[O-])c1O	-22	-9%	-17%	0.0	-14%	-1%	3%	-26%
31	CCOC(=O)c1c(CN2CCOCC2)n(C)c2cc(Br)c(O)c(CN(C)C)c12	-12	2%&-1%	1%&8%	-0.4&0.5	8%&2%	0%&-2%	2%&-2%	4%&12%
32	O=C(CSc1nnc(NC(=O)C2CC2)s1)Nc1ccc2c(c1)OCCO2	-5	2%	15%	1.8	0%	1%	-7%	4%
33	O=C(c1ccc(-c2ccccc2)c(F)c1)C1CCCN(CCCn2cccn2)C1 (configuration not stated)	-10	-4%	-8%	-1.9	-4%	0%	4%	-3%
34	O=C(NC1CCCCCCC1)c1cccnc1	-4	-9%	12%	-4.1	5%	2%	2%	3%
35	COc1cc(CNn2cnnc2)ccc1OCC(=O)NC(C)(C)C	5	-8%	2%	-1.2	0%	2%	3%	-5%
36	COCCn1nnnc1CN(CCc1ccc(OC)c(OC)c1)Cc1cc2ccc(C)cc2[nH]c1=O	-1	-5%	4%	2.6	1%	-1%	-11%	12%
37	COc1ccc([N+](=O)[O-])cc1NC(=O)C(C)OC(=O)c1ccccc1C(=O)c1ccc(Cl)cc1 (configuration not stated)	-4	4%	8%	-2.1	6%	-2%	0%	7%
38	O=C(O)Cc1ccc(NS(=O)(=O)c2ccc3ccccc3c2)cc1	5	-8%	2%	1.2	-5%[57.1 µM]	0%	5%	-17%
39	Nc1cc(N)cc(C(=O)OCC(=O)Nc2cc(S(=O)(=O)N3CCCCC3)ccc2Cl)c1	-17	-5%	-4%	-0.2	-2%	?	3%	-1%
40	CCCCn1c(CN2CCN(C(=O)OCC)CC2)nc2c1c(=O)n(C)c(=O)n2C	.	-1%	3%	-4.1	7%	-1%	-6%	1%

2 compounds from above, limited to MmCpn inh.
| entry | molecule | MmCpn inh |
| --- | --- | --- |
| 21 | O=C(CNC(=S)N(Cc1ccc(F)cc1)C1CCCCC1)NCC1CCCO1 (configuration not stated) | -1% |
| 15 | CC(C)(C)n1nnnc1CN1CCSCC1 | 1% |

Next part:
cpd	molecule	PI5P4Ka inh	PLK1 PBD block	EPAC2 antagonist	CCT chaperon mod	WRN inhibitor	MmCpn inh	EPAC1 agonist	EPAC1 antagonist
41	Nc1ccc(-c2nnn(Cc3ccccc3F)n2)cc1	-7	-9%	-2%	-0.8	?	-2%	0%	-3%
42	O=C(OC(C(=O)Nc1ccc(Cl)c(C(F)(F)F)c1)c1ccccc1)C1=COCCO1 (configuration not stated)	0	2%	-7%	-2.4	-3%	1%	12%	-20%
43	Cc1ccc(NC(=O)c2ccc(Cl)c(S(=O)(=O)NCc3ccco3)c2)c(O)c1	-6	2%	7%	1.8	0%	0%	4%	2%
44	CCCCC(=O)Nc1cccc(NC(=S)NC(=O)Cc2ccccc2)c1	-5	-16%	-7%	-2.6	-19%	-1%	-19%	-2%
45	Cc1cc(NC(=O)C2CC(=O)N(c3ccc(Cl)cc3)C2)no1 (configuration not stated)	-1	-16%	-27%	-2.9	9%	4%	8%	-3%
46	COc1ccc(NC(=O)c2ccc(Cl)c(S(=O)(=O)N3CCc4ccccc4C3)c2)cn1	.	-5%	0%	-2.9	-14%	-14%	14%	4%
47	Cc1ccc(NC(=O)c2c(-c3ccccc3)noc2C)nc1	-1	5%	15%	-3.3	-19%	0%	3%	-3%
48	OC1Cc2ccccc2C1Nc1cccc(C(F)(F)F)c1 (configuration not stated)	2	-3%	-21%	-0.1	-7%	.	-3%	-13%
49	O=C(C[C@H]1C[C@H](C(=O)N2CCOCC2)[C@@]2(CCC3CCCC3)c3[nH]c4cc(-c5ccco5)ccc4c3CCN2C1=O)NCCc1ccccn1	-6	0%	5%	0.0	-5%	-2%	-1%	-21%
50	Cc1cc(Br)ccc1OCC(=O)NNC(=O)Cc1ccccc1	-2	-5%	9%	0.8	6%	1%	-12%	-4%
51	Cc1ccc(-c2ccc(/C=N/NC(=O)CN3CCCC3)o2)cc1Cl	-2	-1%	4%	-0.1	11%	0%	-7%	9%
52	CN(Cc1ccccc1)C(=O)COc1ccccc1Cl	-3	-3%	5%	-0.8	5%	1%	-1%	-13%
